Compound activity from PubChem BioAssay.
Growth percent in the NCI-60 one-dose screen (48 h, 10 µM unless noted): 100 = growth as untreated, 0 = no growth, -100 = all killed.
K-562 – K-562 leukemia. AID 1794777. hit rate 7.4% among 78,000
MCF7 – MCF7 breast cancer; hit rate 6.3% among 82,000
MDA-MB-468 – MDA-MB-468 breast cancer; hit rate 8.5% among 78,000; AID 2202374
RPMI-8226 – RPMI-8226 leukemia cells; hit rate 7.5% among 77,000; AID 1794781
SR – SR leukemia cells; AID 1794780; hit rate 8.7% among 73,000
MDA-MB-435 – MDA-MB-435 melanoma; hit rate 7.8% among 82,000; AID 1794794
MOLT-4 – MOLT-4 leukemia cells; hit rate 6.9% among 80,000; AID 1794779
MDA-MB-231 – MDA-MB-231 breast cancer | hit rate 5% among 81,000 | AID 1794789
Numbers without * were called inactive; · = no result given. How the source made its calls: active means growth percent below 10; inactive means the rest.

SMILES	K-562	MCF7	MDA-MB-468	RPMI-8226	SR	MDA-MB-435	MOLT-4	MDA-MB-231
CC(=O)N(Cc1ccccc1)c1nccs1	94.7	101.8	104.7	104.7	102.0	101.1	94.3	115.7
N#Cc1c(-c2ccc(Cl)cc2Cl)nc(SCC(=O)c2ccc(Br)cc2)[nH]c1=O	73.8	83.8	73.3	72.4	79.6	87.3	73.3	100.8
CCOc1ccc(N=Cc2ccc([N+](=O)[O-])cc2)c(O)c1	81.6	78.0	84.6	88.5	122.8	97.9	96.6	94.2
COc1cc(/C=C/c2cc(/C=C/c3cc(OC)c(OC)c(OC)c3)n(-c3ccc(OC(F)(F)F)cc3)n2)cc(OC)c1OC	94.9	88.0	108.5	88.6	75.1	99.2	71.7	85.9
O=C(N=Nc1c(O)[nH]c2ccccc12)C(=O)N=Nc1c(O)[nH]c2ccccc12	104.6	96.3	122.4	100.5	94.9	103.1	94.8	99.2
COc1cc2c(c(OC)c1OC)C(=O)CC(c1cccc(NC(=O)c3ccc(C#N)cc3)c1)O2 (stereo not drawn)	48.6	65.6	48.8	30.8	41.7	74.0	27.0	79.9
Cc1ccc(NS(=O)(=O)c2ccc3c(c2)C2OCCC2C(c2ccc(C(=O)C(C)C)cc2)N3)cc1C (stereo not drawn)	33.6	17.6	-4.8*	·	·	36.3	31.1	76.5
CC(C)(CNC1CCCCC1)OC(=O)c1ccccc1	94.1	106.8	94.3	106.0	106.4	107.3	93.8	110.2
CCOc1nc(-c2ccccc2)cc2c(O)c(C(=O)N/N=C/c3ccc(F)cc3)[nH]c(=O)c12	152.0	99.5	84.2	77.0	193.4	92.2	146.0	100.1
COc1ccc(NC(=O)c2cc3ccc4c5ccccc5[nH]c4c3cc2O)cc1	65.2	80.5	78.6	45.9	92.5	85.8	85.2	116.9
CC(=O)OCC(=O)[C@H]1CC[C@H]2[C@@H]3CCC4=CC(=O)C=C[C@]4(C)[C@H]3CC[C@]12C	89.3	109.0	98.0	104.2	84.6	104.6	85.1	99.8
C/C(=C\C(=N\N=C(N)N)c1ccc(Cl)cc1)c1ccc(Cl)cc1	-51.7*	-78.4*	-92.9*	-40.2*	-67.9*	-62.9*	-48.0*	-73.1*
COc1ccc(/C=N\NC(=O)CN2CCN(c3cc4c(cc3F)c(=O)c(C(=O)N/N=C/c3ccc(OC)c(OC)c3)cn4C3CC3)CC2)cc1OC	13.3	-4.9*	-27.6*	4.8*	3.5*	-49.7*	5.8*	-22.9*
CC(C)NC(=S)NC(C)C	106.9	102.4	107.7	112.3	92.6	105.7	107.6	106.7
Fc1ccc(-c2nc3ncccn3c2-c2nc3ccc(Cl)cc3[nH]2)cc1	62.5	84.2	78.2	66.6	72.0	94.4	·	79.2
CC1(C)OB(O)c2cc(-c3nc4ccc5[nH]ncc5c4c4c3CCCC4)ccc21	44.5	44.1	69.5	28.1	24.5	48.8	30.7	47.9
O=C(Oc1cccc2ccccc12)c1ccccc1	108.2	106.8	101.5	100.8	94.8	93.6	93.0	99.5
OCC(O)C(O)C(O)C(/C=N/Nc1ccccc1)=N/Nc1ccccc1 (stereo not drawn)	67.1	88.3	68.0	92.2	58.8	78.0	100.7	79.7
C[Si](C)(CCl)N[Si](C)(C)CCl	102.3	103.6	111.7	113.2	85.4	105.3	99.9	109.7
O=c1cc(COc2ccc(N=Cc3ccccn3)cc2)c2cc(Br)ccc2o1	89.3	87.4	107.0	93.0	92.2	107.4	96.1	92.1
N=c1oc2ccc(Br)cc2cc1C(=O)Nc1cc(-c2ccccc2)nn1-c1ccccc1	101.0	89.9	94.1	102.7	97.6	98.9	93.3	98.5
NC1=NC(c2cccc(Br)c2)c2sc3ccc(Cl)cc3c2N1 (stereo not drawn)	86.6	75.4	87.4	·	77.6	98.2	92.2	88.4
O=C(NC(=S)Nc1c(Cl)cc(Cl)cc1Cl)c1ccccc1	69.6	89.4	93.1	75.9	83.8	97.7	80.3	109.0
COc1cc(/C=C2/Nc3ccc(Cl)cc3NC2=O)ccc1O	101.6	94.8	109.0	102.4	107.9	108.5	103.3	111.5
NC(N)=N/N=C/c1ccccc1F	90.3	95.5	·	98.4	103.0	110.2	87.9	116.6

New compounds follow
SMILES	K-562	MCF7	MDA-MB-468	RPMI-8226	SR	MDA-MB-435	MOLT-4	MDA-MB-231
O=C(c1sc(-c2cccc(C(F)(F)F)c2)cc1O)N1CCOCC1	·	88.6	99.3	92.3	68.1	73.1	84.0	102.1
CCOC(=O)C1=C(C)N=c2s/c(=C\c3cc(Cl)ccc3O)c(=O)n2C1c1ccc(OC)cc1 (stereo not drawn)	73.8	93.2	94.8	78.6	86.0	106.9	96.4	95.1
O=S(=O)(OCCCCCCCOS(=O)(=O)c1ccc(F)cc1)c1ccc(F)cc1	102.5	89.5	97.3	93.8	96.6	101.9	97.3	103.3
Cc1ccccc1NC(=O)Cc1csc(N/N=C2\NC(=O)/C(=C/c3cccc([N+](=O)[O-])c3)S2)n1	90.9	93.4	101.3	93.5	79.3	102.8	95.1	84.8
C#Cc1ccc(NC(=O)c2ccc(/C=C/C(=O)c3nccn3C)cc2)c(F)c1	12.0	11.0	32.3	-5.7*	8.1*	27.9	16.2	23.6
O=[N+]([O-])c1ccc(NNCNNc2ccc([N+](=O)[O-])cn2)nc1	97.4	91.3	98.9	106.4	81.3	97.0	107.8	·
COc1cc([N+](=O)[O-])c(S(=O)(=O)O)cc1N	116.5	102.2	·	88.6	95.7	110.3	107.9	112.8
CCOC(=O)/C(C#N)=N/Nc1ccc(S(=O)(=O)N=C(N)N)cc1	100.7	92.5	99.8	101.8	101.3	101.4	114.0	104.9
O=C(/C=C(O)/C=C/c1cccc2[nH]ccc12)/C=C/c1cccc2[nH]ccc12	14.5	16.5	67.8	2.9*	10.3	-2.1*	59.2	73.8
CC(O)C#CC(C)O (stereo not drawn)	85.5	98.5	104.1	99.7	95.4	120.8	103.6	121.4
O=Cc1cccc([N+](=O)[O-])c1O	95.2	90.5	103.4	100.7	91.2	102.5	87.9	118.0
O=C1c2c(c3c4cccnc4[nH]c3c3ccc4ccccc4c23)C(=O)N1CCO	51.4	30.2	57.6	72.7	9.8*	85.1	31.7	78.8
O=C(NNc1ccccc1)c1ccccn1	13.9	84.8	87.4	88.5	101.9	56.9	56.5	102.6
O=C1Nc2cc(-c3ccc(NC(=O)c4ccccc4)cc3)ccc2/C1=C/c1ccc[nH]1	95.1	8.4*	2.1*	101.0	29.7	99.5	92.8	90.0
C[C@]12CC[C@@H]3c4ccc(O)cc4CC[C@H]3[C@@H]1CC[C@@H]2NS(=O)(=O)c1ccc(-c2ccccc2)cc1	26.8	29.6	77.7	26.8	29.5	61.8	28.1	77.5
Cc1ccc(SCC(=O)O)c(C)c1	106.5	101.7	87.3	100.3	111.1	105.6	101.5	105.2
Cc1c(C)c(CO)c(C)c(C)c1CO	98.4	91.5	87.1	93.0	95.0	97.9	101.3	115.2
COc1ccc(Oc2ccc(C3=NN(c4nc(-c5ccc(OC)cc5)c(C#N)c(N5CCOCC5)n4)C(c4cc(OC)c(OC)c(OC)c4)C3)cc2)cc1 (stereo not drawn)	95.6	83.3	90.8	102.4	87.4	92.2	96.6	98.5
O=C(CSc1ccc([N+](=O)[O-])cc1)c1ccccc1	95.8	103.4	98.3	89.2	110.5	93.9	94.0	91.6
CCCN(CCC)C1N=C(C)Nc2c1sc(=O)n2-c1ccc(OC)cc1OC (stereo not drawn)	74.5	87.6	85.1	81.8	·	98.8	79.3	86.9
Nc1ccc(C(=O)Nc2ccc(C(=O)Nc3ccc4cc(S(=O)(=O)O)cc(S(=O)(=O)O)c4c3)cc2)cc1	95.6	101.9	107.0	98.7	96.1	102.6	91.9	112.2
CCOC(=O)N1C(=O)/C(=C\c2ccc(Br)cc2)SC1=Nc1c(C)nn(-c2ccccc2)c1N	66.5	74.9	112.5	·	65.3	88.8	73.3	98.3
CCc1nn2c(-c3cc(OC)c(OC)c(OC)c3)c(-c3cc(OC)c(OC)c(OC)c3)nc2s1	85.7	57.4	49.3	71.3	61.9	83.4	95.9	58.9
CC(=O)N1N=C(c2ccc(Nc3nc(Nc4ccc(F)cc4)nc(Nc4ccc(Cl)cc4)n3)cc2)CC1c1ccc(Cl)cc1 (stereo not drawn)	88.1	91.0	103.7	82.7	102.2	114.5	98.2	76.2
C/C(=C/c1cccs1)C(=O)c1ccccc1	100.5	99.2	·	96.2	104.7	102.0	100.1	·

17 entries from above, with values under each structure.
Every second line gives: K-562, MCF7, MDA-MB-468, RPMI-8226, SR, MDA-MB-435, MOLT-4, MDA-MB-231
> O=C(c1sc(-c2cccc(C(F)(F)F)c2)cc1O)N1CCOCC1
    ·, 88.6, 99.3, 92.3, 68.1, 73.1, 84.0, 102.1
> CCOC(=O)C1=C(C)N=c2s/c(=C\c3cc(Cl)ccc3O)c(=O)n2C1c1ccc(OC)cc1 (stereo not drawn)
    73.8, 93.2, 94.8, 78.6, 86.0, 106.9, 96.4, 95.1
> O=S(=O)(OCCCCCCCOS(=O)(=O)c1ccc(F)cc1)c1ccc(F)cc1
    102.5, 89.5, 97.3, 93.8, 96.6, 101.9, 97.3, 103.3
> Cc1ccccc1NC(=O)Cc1csc(N/N=C2\NC(=O)/C(=C/c3cccc([N+](=O)[O-])c3)S2)n1
    90.9, 93.4, 101.3, 93.5, 79.3, 102.8, 95.1, 84.8
> C#Cc1ccc(NC(=O)c2ccc(/C=C/C(=O)c3nccn3C)cc2)c(F)c1
    12.0, 11.0, 32.3, -5.7*, 8.1*, 27.9, 16.2, 23.6
> O=[N+]([O-])c1ccc(NNCNNc2ccc([N+](=O)[O-])cn2)nc1
    97.4, 91.3, 98.9, 106.4, 81.3, 97.0, 107.8, ·
> COc1cc([N+](=O)[O-])c(S(=O)(=O)O)cc1N
    116.5, 102.2, ·, 88.6, 95.7, 110.3, 107.9, 112.8
> CCOC(=O)/C(C#N)=N/Nc1ccc(S(=O)(=O)N=C(N)N)cc1
    100.7, 92.5, 99.8, 101.8, 101.3, 101.4, 114.0, 104.9
> O=C(/C=C(O)/C=C/c1cccc2[nH]ccc12)/C=C/c1cccc2[nH]ccc12
    14.5, 16.5, 67.8, 2.9*, 10.3, -2.1*, 59.2, 73.8
> CC(O)C#CC(C)O (stereo not drawn)
    85.5, 98.5, 104.1, 99.7, 95.4, 120.8, 103.6, 121.4
> O=Cc1cccc([N+](=O)[O-])c1O
    95.2, 90.5, 103.4, 100.7, 91.2, 102.5, 87.9, 118.0
> O=C1c2c(c3c4cccnc4[nH]c3c3ccc4ccccc4c23)C(=O)N1CCO
    51.4, 30.2, 57.6, 72.7, 9.8*, 85.1, 31.7, 78.8
> O=C(NNc1ccccc1)c1ccccn1
    13.9, 84.8, 87.4, 88.5, 101.9, 56.9, 56.5, 102.6
> O=C1Nc2cc(-c3ccc(NC(=O)c4ccccc4)cc3)ccc2/C1=C/c1ccc[nH]1
    95.1, 8.4*, 2.1*, 101.0, 29.7, 99.5, 92.8, 90.0
> C[C@]12CC[C@@H]3c4ccc(O)cc4CC[C@H]3[C@@H]1CC[C@@H]2NS(=O)(=O)c1ccc(-c2ccccc2)cc1
    26.8, 29.6, 77.7, 26.8, 29.5, 61.8, 28.1, 77.5
> Cc1ccc(SCC(=O)O)c(C)c1
    106.5, 101.7, 87.3, 100.3, 111.1, 105.6, 101.5, 105.2
> Cc1c(C)c(CO)c(C)c(C)c1CO
    98.4, 91.5, 87.1, 93.0, 95.0, 97.9, 101.3, 115.2

The results go on:
SMILES	K-562	MCF7	MDA-MB-468	RPMI-8226	SR	MDA-MB-435	MOLT-4	MDA-MB-231
NC(=O)NC(=O)c1ccc(Cl)cc1	101.2	95.4	116.7	·	88.9	101.9	101.6	48.2
O=C(Nc1cccc(-n2cc(-c3ccncc3)c(-c3cc(O)cc(Cl)c3)n2)c1)c1cc(C(F)(F)F)cc(C(F)(F)F)c1	20.4	23.0	31.2	32.1	3.1*	45.6	19.5	-34.6*
c1ccc(-c2nc[nH]c2-c2ccccc2)cc1	99.7	93.5	95.8	85.3	65.6	116.8	80.9	115.8
O=C(/C=C(\C(=O)c1ccccc1)c1ccccc1)c1ccccc1	103.5	95.3	91.9	245.9	94.8	97.2	78.1	94.1
COc1ccc(-c2cc(=O)c3c(OC)c4ccoc4c(/C=C/C=O)c3o2)cc1	12.2	17.3	·	0.2*	-8.8*	21.5	-8.7*	53.6
O=CNCNC=O	103.8	105.3	109.7	110.4	100.4	120.1	110.2	125.8
Cc1ccccc1SSc1ccncc1	104.4	99.4	106.8	97.1	104.5	100.8	101.2	107.0
N#C/C=C/c1ccco1	93.3	98.8	100.9	105.9	106.6	102.0	89.0	103.1
CCCCCCCCCCCCN1CCCC(C)C1 (stereo not drawn)	19.2	68.6	68.4	64.1	-13.9*	95.9	63.9	55.8
Cc1cc(=O)oc2cc(OCCCCOc3ccc(/C=C/C(=O)Nc4ccc(F)c(Cl)c4)cc3)ccc12	88.0	77.8	119.8	92.6	89.0	92.7	93.5	97.1
CC(=O)N(C)c1ccc(Nc2cc(S(=O)(=O)O)c(N)c3c2C(=O)c2ccccc2C3=O)cc1	113.4	107.6	105.4	96.7	·	117.5	81.2	109.2
CC(=O)C1=NN(c2ccccc2)C2C3N(c4ccccc4)N=C(C(C)=O)N3c3[nH]c(-c4ccccc4)cc3N12 (stereo not drawn)	135.3	182.1	97.4	115.8	99.1	117.1	128.5	93.6
CC(C)c1ccc(-c2nc3ccccc3s2)cc1	94.1	79.3	120.2	·	90.4	124.0	105.0	97.9
Nc1cc(C(=O)O)c(O)c(S(=O)(=O)O)c1	106.9	103.4	108.6	106.8	119.0	119.8	103.8	106.2
COc1cc(/C=N/c2n[nH]c(Nc3ccccc3)n2)cc(OC)c1OC	94.2	99.3	106.5	104.6	100.6	99.4	104.3	94.2
COc1ccc(-c2cn3c(nc4ccccc43)c(-c3ccccc3)n2)cc1	67.8	94.5	79.5	103.9	80.5	97.7	89.0	82.4
O=C1c2ccccc2NC(c2cn(-c3ccccc3)nc2-c2ccc(F)cc2)N1Cc1ccccc1 (stereo not drawn)	53.9	33.3	75.5	58.9	60.6	73.6	39.7	44.2
c1coc(CNc2cc(Nc3ccc(OCCN4CCCCC4)cc3)ncn2)c1	78.4	88.7	·	93.0	105.3	105.3	98.8	104.3
